Screening results from PubChem BioAssay.
697 NFkB inh: inhibitors of PMA/ionomycin-induced NF-kB reporter, 697 cells, primary screen, B-cell NF-kB inhibitor project, cell-based, luminescence, uHTS; 697 B-cell NF-kB luciferase reporter, 16 h; inhibition, % at 4 µM; 330,000 compounds, 0.33% hits; in the data active = inhibition above about 35%
Mdm2-MdmX inh: inhibitors of human Mdm2-MdmX association, primary screen, cell-based, luminescence, split luciferase, SaOS-2, uHTS; Protein Mdm4 (Homo sapiens) + E3 ubiquitin-protein ligase Mdm2 (Homo sapiens), …; SaOS-2 split-luciferase Mdm2/MdmX complementation; inhibition, % at 8 µM; 330,000 compounds, 3% hits;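 active = inhibition of at least 50% at 8 µM in the primary screen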
Target sequence (O15151 whole entry, looked up): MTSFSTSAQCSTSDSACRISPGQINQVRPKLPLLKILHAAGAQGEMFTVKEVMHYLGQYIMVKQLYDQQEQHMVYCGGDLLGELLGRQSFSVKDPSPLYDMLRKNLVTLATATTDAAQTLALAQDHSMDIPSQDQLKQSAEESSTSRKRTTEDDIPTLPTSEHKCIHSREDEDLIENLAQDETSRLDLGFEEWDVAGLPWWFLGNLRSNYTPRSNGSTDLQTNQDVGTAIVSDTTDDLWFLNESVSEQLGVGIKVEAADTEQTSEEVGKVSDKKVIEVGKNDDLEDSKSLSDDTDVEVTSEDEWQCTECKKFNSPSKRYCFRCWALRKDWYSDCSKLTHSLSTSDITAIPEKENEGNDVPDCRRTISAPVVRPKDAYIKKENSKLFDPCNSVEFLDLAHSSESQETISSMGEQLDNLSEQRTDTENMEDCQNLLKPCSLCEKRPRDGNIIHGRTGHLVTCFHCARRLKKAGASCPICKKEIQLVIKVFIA
Target sequence (Q00987 whole entry, looked up): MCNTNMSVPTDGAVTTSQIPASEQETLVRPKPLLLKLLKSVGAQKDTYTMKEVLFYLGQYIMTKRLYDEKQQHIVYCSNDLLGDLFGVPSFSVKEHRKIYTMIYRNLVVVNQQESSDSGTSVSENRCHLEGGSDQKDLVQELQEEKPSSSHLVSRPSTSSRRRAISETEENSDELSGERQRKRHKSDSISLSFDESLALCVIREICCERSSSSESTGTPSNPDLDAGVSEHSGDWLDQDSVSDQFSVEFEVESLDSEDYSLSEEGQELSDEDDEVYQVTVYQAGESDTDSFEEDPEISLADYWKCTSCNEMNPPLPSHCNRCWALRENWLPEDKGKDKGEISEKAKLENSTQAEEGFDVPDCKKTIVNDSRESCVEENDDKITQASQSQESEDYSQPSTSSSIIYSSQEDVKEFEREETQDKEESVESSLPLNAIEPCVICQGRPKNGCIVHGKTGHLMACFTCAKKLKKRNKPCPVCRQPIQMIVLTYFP
CHOP UPR activ: activators of apoptotic CHOP UPR arm, primary screen, cell-based, CHO-CHOP luciferase reporter, luminescence, uHTS. 330,000 compounds, 0.34% hits. activation, % at 10 µM. UPR activation; percent of tunicamycin response over DMSO baseline. AID 449763, 2010;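 active = at 10 µM dose, activation of 40% or more, normalized to positive control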;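 note: 100% = tunicamycin at 10 µg/mL and 0% = DMSO alone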
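Assay system: CHO cells with stable CHOP pathway luciferase reporter; Buffer or medium: F12 plus 10% serum; Times: 16-18 h cell attachment, then 6 h compound exposure, 37 °C; Signal: luciferase luminescence; Read-out basis: percent activation relative to tunicamycin control; Control set: tunicamycin high control, DMSO low control.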
tim23-1 inh: growth inhibitors of tim23-1 mutant yeast, primary screen, luminescence, uHTS; S. cerevisiae tim23-1 growth, BacTiter-Glo luminescence, 24 h; inhibition, % at 20 µM; 330,000 compounds, 1.3% hits;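 active = growth inhibition of the mutant yeast at or above 50%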;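 note: temperature-sensitive mutant grown at 25 °C; plate controls were DMSO-treated mutant yeast for no effect and medium wells lacking yeast for full effect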
Jurkat NFkB inh: inhibitors of induced NF-kB luciferase reporter, primary screen, TCR NF-kB activation inhibitor project, cell-based, luminescence, uHTS; Jurkat, PMA/ionomycin-induced NF-kB luciferase reporter; 330,000 compounds, 0.53% hits; inhibition, % at 4 µM; AID 435003, 2010; in the data active = inhibition above about 50%
XBP1 UPR activ: activators of adaptive XBP1 UPR arm, primary screen, cell-based, CHO-XBP1 luciferase reporter, luminescence, uHTS. IRE1-XBP1 UPR activation; percent of tunicamycin response, DMSO as zero. activation, % at 20 µM. 330,000 compounds, 0.33% hits;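 active = versus positive control, 20 µM dose yields 30% or more activation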;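 note: 100% = tunicamycin at 10 µg/mL and 0% = DMSO only wells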
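Material: IRE1-XBP1 luciferase reporter CHO line / Quantity: one thousand reporter cells per well / Buffer or medium: F12 with 10% serum / Compound: 20 µM single concentration, DMSO 1% / Times: 6 h treatment, 37 °C / Detection: Steady-Glo luciferase glow luminescence, 10 min after reagent addition / Benchmarks: tunicamycin high, DMSO low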
APJ ag: agonists of human apelin receptor APJ, primary screen, CHO-K1 cells, PathHunter beta-arrestin, luminescence; 0% DMSO wells, 100% apelin; activation, % at 20 µM; 330,000 compounds, 0.11% hits; AID 2520, 2010;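 active = activation more than six SD over the plate average, tested at 20 µM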;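 note: 0% = DMSO alone and 100% = apelin-13 at 10 nM; some results filed as inactive read as strong as hits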
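Test system: CHO-K1 APJ beta-arrestin complementation cell line | Compound: Single test compound dose, 20 µM final, 1% DMSO | Incubation: Compound 90 min 25 °C, reagent 1 h | Measured by: beta-gal luminescence | Read-out basis: APJ–arrestin association signal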
APJ antag: antagonists of human apelin receptor APJ, primary screen, CHO-K1 cells, beta-arrestin complementation, luminescence | AID 2521, 2010 | P35414 | 330,000 compounds, 0.32% hits | inhibition, % at 20 µM;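 active = inhibition above about 40% at 20 µM, limit read from the data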;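 note: cells challenged with 10 nM apelin-13 agonist together with compound; plate controls were apelin-13 plus DMSO wells for no effect and DMSO wells lacking apelin-13 for full effect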
* = called active by the depositor. A portion of the library (hit frequency here may not be typical).

Results for CC(=O)c1c(C)n(Cc2ccccc2)c2ccc(O)cc12 ?
697 NFkB inh: 0; Mdm2-MdmX inh: 31; CHOP UPR activ: -2.8; tim23-1 inh: 7; Jurkat NFkB inh: 3; XBP1 UPR activ: -3; APJ ag: -2; APJ antag: -20

What do the screens show for `CCCCC(=O)C1C(=O)NC(=O)NC1=O`?
697 NFkB inh: -23; Mdm2-MdmX inh: 7; CHOP UPR activ: 2.5; tim23-1 inh: 2; Jurkat NFkB inh: -1; XBP1 UPR activ: -2; APJ ag: 1; APJ antag: -4

What do the screens show for `CC12CCC3C(CC=C4CC5(CCC43C)OCCO5)C1CCC2=O` (configuration not stated)?
697 NFkB inh: 2; Mdm2-MdmX inh: 21; CHOP UPR activ: 0.5; tim23-1 inh: -13; Jurkat NFkB inh: 0; XBP1 UPR activ: -1; APJ ag: 0; APJ antag: 3

How did CN(C)c1ccc(C(=O)c2ccc(N(C)C)cc2)cc1 do in these assays?
697 NFkB inh: -50; Mdm2-MdmX inh: 28; CHOP UPR activ: 2.9; tim23-1 inh: 40; Jurkat NFkB inh: 45; XBP1 UPR activ: 7; APJ ag: -2; APJ antag: -9

What do the screens show for `COC(=O)C1=C(c2ccc(OCc3ccccc3)cc2)C[C@@H]2CC[C@H]1N2C(=O)NCc1ccc([N+](=O)[O-])cc1`?
697 NFkB inh: 10; Mdm2-MdmX inh: 29; CHOP UPR activ: 4.5; tim23-1 inh: 20; Jurkat NFkB inh: 1; XBP1 UPR activ: -3; APJ ag: 0; APJ antag: 10

Results for CN1C(=O)NC(=O)C(C)(C2=CCCCC2)C1=O (configuration not stated) ?
697 NFkB inh: -4; Mdm2-MdmX inh: 2; CHOP UPR activ: 2.1; tim23-1 inh: -5; Jurkat NFkB inh: -76; XBP1 UPR activ: 8; APJ ag: 2; APJ antag: 4

How did O=C(CN1CCOCC1)c1ccc2cc[nH]c2c1 do in these assays?
697 NFkB inh: 5; Mdm2-MdmX inh: 37; CHOP UPR activ: 3.6; tim23-1 inh: 6; Jurkat NFkB inh: -7; XBP1 UPR activ: 7; APJ ag: -5; APJ antag: 1

What do the screens show for `O=C(COc1ccc(Cl)cc1)N1CCN(Cc2ccccc2)CC1`?
697 NFkB inh: 9; Mdm2-MdmX inh: -1; CHOP UPR activ: 0.3; tim23-1 inh: 12; Jurkat NFkB inh: 5; XBP1 UPR activ: 1; APJ ag: 2; APJ antag: 15

Results for CC12CCCCC1=[N+]([O-])CN2O (configuration not stated) ?
697 NFkB inh: 24; Mdm2-MdmX inh: 0; CHOP UPR activ: -1.0; tim23-1 inh: 3; Jurkat NFkB inh: 10; XBP1 UPR activ: 1; APJ ag: -2; APJ antag: 3

What do the screens show for `COC(=O)C1=C(c2ccc3ccccc3c2)C[C@@H]2CC[C@H]1N2C(=O)NCCO`?
697 NFkB inh: -1; Mdm2-MdmX inh: -10; CHOP UPR activ: 0.4; tim23-1 inh: 6; Jurkat NFkB inh: -7; XBP1 UPR activ: -1; APJ ag: -2; APJ antag: 6

How did O=C(COC(=O)Cc1ccccc1)Nc1ncc(Cl)cc1Cl do in these assays?
697 NFkB inh: 15; Mdm2-MdmX inh: -25; CHOP UPR activ: -0.7; tim23-1 inh: 13; Jurkat NFkB inh: -7; XBP1 UPR activ: -2; APJ ag: -1; APJ antag: 2

What do the screens show for `CCc1ccc(/C=C(/C#N)C(N)=S)cc1`?
697 NFkB inh: -6; Mdm2-MdmX inh: -8; CHOP UPR activ: -0.3; tim23-1 inh: 41; Jurkat NFkB inh: 13; XBP1 UPR activ: -2; APJ ag: -3; APJ antag: 34

Results for CCN(CC)c1ccc(/C=C/[N+](=O)[O-])cc1 ?
697 NFkB inh: 15; Mdm2-MdmX inh: 39; CHOP UPR activ: 14; tim23-1 inh: 44; Jurkat NFkB inh: 1; XBP1 UPR activ: 112*; APJ ag: 2; APJ antag: 35

Results for Clc1ccc(C(OCCN2CCCCC2)c2ccccc2)cc1 (configuration not stated) ?
697 NFkB inh: 10; Mdm2-MdmX inh: -5; CHOP UPR activ: 0.3; tim23-1 inh: -7; Jurkat NFkB inh: 7; XBP1 UPR activ: -5; APJ ag: -3; APJ antag: 9

How did CC(C)CN1CCN(Cc2c(F)cccc2Cl)CC1CCO (configuration not stated) do in these assays?
697 NFkB inh: 26; Mdm2-MdmX inh: 30; CHOP UPR activ: 0.4; tim23-1 inh: 0; Jurkat NFkB inh: 12; XBP1 UPR activ: -3; APJ ag: -3; APJ antag: 4

How did COC(=O)C1=C(c2ccc3ccccc3c2)C[C@@H]2CC[C@H]1N2C(=O)N1CCCC1 do in these assays?
697 NFkB inh: 3; Mdm2-MdmX inh: 19; CHOP UPR activ: 2.5; tim23-1 inh: 43; Jurkat NFkB inh: 17; XBP1 UPR activ: 0; APJ ag: -2; APJ antag: -4

How did O=C(C[N+]12CCN(CC1)CC2)NCCc1ccc(Cl)cc1Cl do in these assays?
697 NFkB inh: 8; Mdm2-MdmX inh: 14; CHOP UPR activ: -2.1; tim23-1 inh: -14; Jurkat NFkB inh: 1; XBP1 UPR activ: -3; APJ ag: 0; APJ antag: -7

How did Cn1cc(C(=O)NCc2ccccc2)c2ccccc21 do in these assays?
697 NFkB inh: 7; Mdm2-MdmX inh: -34; CHOP UPR activ: -0.7; tim23-1 inh: 15; Jurkat NFkB inh: -1; XBP1 UPR activ: -2; APJ ag: -2; APJ antag: 4

Results for Cc1cc(C(=O)OCC(=O)Nc2c(F)cccc2F)c(C)n1C1CC1 ?
697 NFkB inh: 1; Mdm2-MdmX inh: 4; CHOP UPR activ: -0.8; tim23-1 inh: 8; Jurkat NFkB inh: 11; XBP1 UPR activ: -3; APJ ag: 0; APJ antag: 10

Results for C/C(=N\N1CCCCC1c1cccnc1)c1c(O)n(C2CCCCC2)c(=S)[nH]c1=O (configuration not stated) ?
697 NFkB inh: -30; Mdm2-MdmX inh: 33; CHOP UPR activ: 3.0; tim23-1 inh: 18; Jurkat NFkB inh: -8; XBP1 UPR activ: 4; APJ ag: 3; APJ antag: -18

What do the screens show for `COc1ccccc1OCCCn1cc(C(=O)c2ccco2)c2ccccc21`?
697 NFkB inh: -56; Mdm2-MdmX inh: 16; CHOP UPR activ: 3.6; tim23-1 inh: 14; Jurkat NFkB inh: -12; XBP1 UPR activ: 1; APJ ag: -4; APJ antag: 8

How did c1ccc(C2CC2)c(OCC2=NCCN2)c1 do in these assays?
697 NFkB inh: 10; Mdm2-MdmX inh: -16; CHOP UPR activ: -1.1; tim23-1 inh: -4; Jurkat NFkB inh: 20; XBP1 UPR activ: -4; APJ ag: 5; APJ antag: 3

How did CCOC(=O)c1c(C)n(Cc2ccco2)c2c1cc(O)c1ccccc12 do in these assays?
697 NFkB inh: 9; Mdm2-MdmX inh: 17; CHOP UPR activ: 1.5; tim23-1 inh: 15; Jurkat NFkB inh: -24; XBP1 UPR activ: 3; APJ ag: 6; APJ antag: -24

How did O=C(c1cc(C(=O)NCc2ccc(Cl)cc2)c(=O)n(Cc2ccc(Cl)cc2)c1)c1cc(F)ccc1O do in these assays?
697 NFkB inh: -27; Mdm2-MdmX inh: 38; CHOP UPR activ: 5.6; tim23-1 inh: 14; Jurkat NFkB inh: 5; XBP1 UPR activ: -2; APJ ag: -1; APJ antag: -26

How did O=P1(Nc2cccnc2)COc2ccccc2OC1 do in these assays?
697 NFkB inh: -12; Mdm2-MdmX inh: -14; CHOP UPR activ: 2.4; tim23-1 inh: -4; Jurkat NFkB inh: 1; XBP1 UPR activ: 2; APJ ag: 2; APJ antag: -8

What do the screens show for `COC(=O)C1=C(c2ccc(-c3ccccc3)c(F)c2)C[C@@H]2CC[C@H]1N2C(=O)N1CCc2cc(OC)c(OC)cc2C1`?
697 NFkB inh: -22; Mdm2-MdmX inh: 33; CHOP UPR activ: 1.2; tim23-1 inh: 16; Jurkat NFkB inh: -12; XBP1 UPR activ: -1; APJ ag: 0; APJ antag: -1

How did Cc1cc(OCc2ccc([N+](=O)[O-])cc2)c2c3c(c(=O)oc2c1)CCCC3 do in these assays?
697 NFkB inh: -4; Mdm2-MdmX inh: 9; CHOP UPR activ: 3.2; tim23-1 inh: 16; Jurkat NFkB inh: -8; XBP1 UPR activ: -2; APJ ag: -2; APJ antag: -9

What do the screens show for `COc1ccc(C(=O)Nc2cccc(S(=O)(=O)NCc3ccco3)c2)cc1`?
697 NFkB inh: 6; Mdm2-MdmX inh: 31; CHOP UPR activ: -0.8; tim23-1 inh: 0; Jurkat NFkB inh: 7; XBP1 UPR activ: -4; APJ ag: -2; APJ antag: 2

Results for O=C(c1ccc(Cl)cc1)C1CCCN(Cc2ccc3ncccc3c2)C1 (configuration not stated) ?
697 NFkB inh: -23; Mdm2-MdmX inh: 22; CHOP UPR activ: -0.3; tim23-1 inh: -69; Jurkat NFkB inh: 7; XBP1 UPR activ: -2; APJ ag: 2; APJ antag: -8

What do the screens show for `Cc1ccsc1C(=O)C1CCCN(Cc2cccn2-c2ccccn2)C1` (configuration not stated)?
697 NFkB inh: 13; Mdm2-MdmX inh: 19; CHOP UPR activ: -1.2; tim23-1 inh: 1; Jurkat NFkB inh: 8; XBP1 UPR activ: -1; APJ ag: -4; APJ antag: -6

Results for C=C[C@H]1CN2CC[C@H]1C[C@H]2[C@H](O)c1ccnc2ccccc12 ?
697 NFkB inh: -20; Mdm2-MdmX inh: 24; CHOP UPR activ: -2.5; tim23-1 inh: -9; Jurkat NFkB inh: 4; XBP1 UPR activ: -2; APJ ag: -3; APJ antag: 27

How did COC(=O)C1=C(c2cccc(OCc3ccccc3)c2)C[C@@H]2CC[C@H]1N2C(=O)NCc1ccccc1OC do in these assays?
697 NFkB inh: -11; Mdm2-MdmX inh: 10; CHOP UPR activ: 2.3; tim23-1 inh: 19; Jurkat NFkB inh: -13; XBP1 UPR activ: 0; APJ ag: -3; APJ antag: -14

How did O=C(NC(Cc1cnc[nH]1)C(=O)O)c1ccccc1 (configuration not stated) do in these assays?
697 NFkB inh: 7; Mdm2-MdmX inh: 10; CHOP UPR activ: -0.1; tim23-1 inh: -4; Jurkat NFkB inh: -3; XBP1 UPR activ: -1; APJ ag: -1; APJ antag: 22

Results for CCN(CC)CCCN=C(C)c1c(O)n(-c2ccc(C)cc2)c(=O)[nH]c1=O ?
697 NFkB inh: -14; Mdm2-MdmX inh: -13; CHOP UPR activ: -1.2; tim23-1 inh: 5; Jurkat NFkB inh: 0; XBP1 UPR activ: -1; APJ ag: -2; APJ antag: 4

In the list so far, 2 contain four or more nitrogen atoms:
Results for C/C(=N\N1CCCCC1c1cccnc1)c1c(O)n(C2CCCCC2)c(=S)[nH]c1=O (configuration not stated) ?
697 NFkB inh: -30; Mdm2-MdmX inh: 33; CHOP UPR activ: 3.0; tim23-1 inh: 18; Jurkat NFkB inh: -8; XBP1 UPR activ: 4; APJ ag: 3; APJ antag: -18

Results for CCN(CC)CCCN=C(C)c1c(O)n(-c2ccc(C)cc2)c(=O)[nH]c1=O ?
697 NFkB inh: -14; Mdm2-MdmX inh: -13; CHOP UPR activ: -1.2; tim23-1 inh: 5; Jurkat NFkB inh: 0; XBP1 UPR activ: -1; APJ ag: -2; APJ antag: 4
